phage Ecoli inh: E. coli growth loss with phage present; growth absorbance; inhibition, % at 11.9 µM; AID 651602; 360,000 compounds, 0.26% hits; in the data active = inhibition above about 11%
PKA-R1A act: activates the PKA-R1A holoenzyme complex | P00514+P68181 | PKA-R1A dissociation, Cy5-IP20 fluorescence polarization; scaled: DMSO 0%, 113 µM cGMP 100% | activation, % at 11.4 µM | 340,000 compounds, 0.083% hits;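 active = percent activation above the mean of all tested compounds plus 3 SD, cut at about 19% in these data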;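 note: higher means more PKAc released from R1A so a rise in polarization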
PKA-R2B activ: PKA-R2B complex activation | PKA-R2B holoenzyme dissociation, Cy5-IP20 fluorescence polarization; R2B truncated from residue 108, S112A mutant; 0% DMSO only, 100% 113 µM cGMP | AID 504700 | 340,000 compounds, 0.079% hits | P22694+P31323 | activation, % at 11.4 µM;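 active = activation above a cutoff set at the mean over all compounds plus 3 SD, cut at about 18% in these data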;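 note: higher means more holoenzyme dissociation and a rise in polarization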
Target sequence (P31323 whole entry, looked up, other chains not shown, the tested form may be a part): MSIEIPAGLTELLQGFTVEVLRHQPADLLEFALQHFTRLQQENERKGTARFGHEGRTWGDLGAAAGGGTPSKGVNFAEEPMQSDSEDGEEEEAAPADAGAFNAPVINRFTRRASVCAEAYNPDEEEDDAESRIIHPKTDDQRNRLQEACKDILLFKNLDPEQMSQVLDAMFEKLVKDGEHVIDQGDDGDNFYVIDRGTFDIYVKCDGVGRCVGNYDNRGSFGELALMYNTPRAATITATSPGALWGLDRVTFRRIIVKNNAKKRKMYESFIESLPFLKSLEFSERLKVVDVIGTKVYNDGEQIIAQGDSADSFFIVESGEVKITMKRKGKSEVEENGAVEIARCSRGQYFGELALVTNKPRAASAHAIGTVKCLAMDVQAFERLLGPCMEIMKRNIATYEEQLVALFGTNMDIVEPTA
DAGLB inhibitor: diacylglycerol lipase beta (human) inhibition; Q8NCG7; HEK293T DAGLB membrane lysate, EnzChek fluorogenic substrate; inhibition, % at 5.17 µM; 340,000 compounds, 0.059% hits; in the data active = inhibition above about 34%;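 note: 0% = enzyme with vehicle and 100% = wells lacking enzyme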
Target sequence (Q8NCG7 whole entry, looked up): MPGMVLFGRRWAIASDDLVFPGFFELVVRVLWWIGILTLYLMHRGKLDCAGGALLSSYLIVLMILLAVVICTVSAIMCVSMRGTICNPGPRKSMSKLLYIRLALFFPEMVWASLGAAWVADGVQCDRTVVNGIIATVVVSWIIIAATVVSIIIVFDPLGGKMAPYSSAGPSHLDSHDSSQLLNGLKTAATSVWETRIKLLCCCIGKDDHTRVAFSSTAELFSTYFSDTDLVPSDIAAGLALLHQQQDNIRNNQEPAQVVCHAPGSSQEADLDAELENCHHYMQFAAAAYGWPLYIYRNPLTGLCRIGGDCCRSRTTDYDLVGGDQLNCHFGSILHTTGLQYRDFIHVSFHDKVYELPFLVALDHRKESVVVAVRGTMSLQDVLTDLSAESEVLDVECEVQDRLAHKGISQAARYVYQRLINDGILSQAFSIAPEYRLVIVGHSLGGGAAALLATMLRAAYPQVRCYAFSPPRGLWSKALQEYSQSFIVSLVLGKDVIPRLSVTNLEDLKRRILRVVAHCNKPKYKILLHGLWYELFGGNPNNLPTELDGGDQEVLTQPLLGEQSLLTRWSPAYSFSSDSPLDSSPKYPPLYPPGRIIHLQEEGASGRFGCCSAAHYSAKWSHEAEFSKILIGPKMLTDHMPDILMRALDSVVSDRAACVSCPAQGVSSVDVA
Numbers without * were called inactive. A portion of the library. The share of hits here may be higher or lower than overall.

SMILES,phage Ecoli inh,PKA-R1A act,PKA-R2B activ,DAGLB inhibitor
CCCCCCn1c(=O)n2n(c1=O)[C@@H]1CN(S(=O)(=O)c3ccc(C)cc3)C[C@]1(O)[C@@H](OC(=O)NC1CCCC1)C2,-1.8,-15,-8,-6
O=C1NC(=O)C(c2ccccc2)(c2ccccc2)N1S(=O)(=O)c1ccccc1,0.1,-5,2,3
O=c1c2ccccc2sn1-c1cccc(Cl)c1,1.2,-12,2,6
CCOC(=O)Nc1ccc2c(c1)N(C(=O)CN(C)C)c1ccccc1S2,2.0,-14,-3,0
C[C@H]1CN([C@@H](C)CO)C(=O)CCCn2cc(nn2)CO[C@@H]1CN(C)S(=O)(=O)c1cccc(F)c1,3.4,-2,-6,-3
COc1ccc(S(=O)(=O)N(C)C[C@@H]2OCCCC[C@H](C)Oc3ccc(NC(=O)Nc4ccc(C(F)(F)F)cc4)cc3C(=O)N([C@H](C)CO)C[C@H]2C)cc1,1.7,-10,-7,-6
COc1ccc(-n2c(-c3ccc(C(C)(C)C)cc3)n[nH]c2=S)c(OC)c1,-0.1,-15,-6,0
NS(=O)(=O)c1ccc(CNC(=O)c2cc(S(=O)(=O)N3CCOCC3)ccc2N2CCCC2)cc1,4.3,-2,-1,-2
CCCC(CNC(C)=O)(C1=CCCCC1)c1ccccc1 (centres undefined),1.2,-4,3,-4
CC(C)Oc1ccc(S(=O)(=O)N2CCCCC2)cc1NC(=O)C1=NN(c2ccccc2)C(=O)CC1,3.3,-1,1,-6
COc1ccc(NC(=O)COC(=O)CN2C(=O)C3CCCCC3C2=O)cc1 (centres undefined),3.5,-15,-11,3
O=C(CN1C(=O)CSc2ccc(S(=O)(=O)N3CCOCC3)cc21)NCCc1ccccc1,4.7,2,5,-1
COc1cc(/C=C/C(=O)OCC(=O)N2CCCCCC2)cc(OC)c1OC,1.6,-10,-1,0
C[C@@H]1CN([C@@H](C)CO)C(=O)CCCn2nncc2CO[C@@H]1CN(C)C(=O)Nc1ccc(-c2cccs2)cc1,2.8,-3,1,1
COC(=O)c1ccc(CNC(=O)c2cc(S(=O)(=O)NCc3ccccc3)ccc2C)cc1,4.0,-17,-3,-3
COc1ccc(CN2CCC[C@]3(N[C@H](c4ccccc4)[C@@H]4C(=O)N(Cc5ccccc5)C(=O)[C@@H]43)C2=O)cc1,2.2,-4,-17,1
COc1cc(/C=C/C(=O)OCC(=O)N2CCc3ccccc32)cc(OC)c1OC,3.0,-4,-4,-1
COCC(C)NC(=O)C1CC(=O)N(CCc2ccc(F)cc2)C1 (centres undefined),1.4,-1,3,-2
O=C(c1ccc(N2C(=O)CCC2=O)cc1)N1CCCSC1=Nc1ccccc1,6.3,-3,-3,0
CCc1nc(N2CCN(C(=O)CCCl)CC2)c2c3c(sc2n1)CCCC3,2.2,-5,1,-6
c1ccc(CN2CCC3CC2c2ccc(N4CCOCC4)cc23)cc1 (centres undefined),1.0,-10,-17,-4
O=C(COC(=O)c1cccc(S(=O)(=O)N2CCCC2)c1)Nc1cccc(Br)c1,3.1,-5,-1,-5
C[C@H](CO)N1C[C@H](C)[C@@H](CN(C)S(=O)(=O)c2ccccc2C#N)OCc2cn(nn2)CCCC1=O,1.4,-3,-5,-2
CC(=O)N1CCc2c(sc(NC(=O)c3ccc([N+](=O)[O-])o3)c2C(N)=O)C1,9.4,-3,0,10
O=[N+]([O-])c1ccccc1NS(=O)(=O)c1ccccc1,1.6,9,-1,-4
CCc1ccc(/C=C2\SC(=S)N(CCCC(=O)NCCCN3CCOCC3)C2=O)cc1,0.6,-1,-7,4
O=C(COC(=O)c1cc(S(=O)(=O)N2CCOCC2)ccc1Cl)Nc1ccc(Cl)cn1,1.2,4,2,-1
CCCCNC(=O)CNC(=O)c1nn(-c2ccc(OC)c(OC)c2)c(=O)c2ccccc12,0.0,-4,5,-2
CC1CCCC(NC(=O)CSc2nnc(-c3cccnc3)o2)C1C (centres undefined),2.0,-1,3,-2
COc1cccc(C2=CC(=O)CC(C)(C)C2=O)c1,2.5,2,-4,0
O=C(OCC(=O)N1CCCCCC1)c1cc(S(=O)(=O)N2CCOCC2)ccc1F,3.0,2,-5,1
CC(=NO)C1(C)CC=CCC1CO (centres undefined),-0.5,-3,-20,-1
CCOc1ccccc1NCN1C(=O)c2ccccc2C1=O,1.2,-3,2,-1
Cc1ccc(C)c(NC(=S)N2CCC(C(=O)c3ccc(F)cc3)CC2)c1,2.5,-4,5,-2
CCN(C(=O)CN1C(=O)NC2(CCCC2)C1=O)c1nc2c(C)cccc2s1,-1.4,12,-1,-1
C[C@@H]1CN([C@H](C)CO)C(=O)CCCn2nncc2CO[C@@H]1CN(C)C(=O)c1ccccc1,1.8,-5,0,-4
O=C(NC1CCN(Cc2ccccc2)CC1)c1ccc(CS(=O)c2ccccc2Cl)o1 (centres undefined),-0.8,0,6,5
C[C@@H]1CN([C@H](C)CO)C(=O)CCCn2nncc2CO[C@H]1CN(C)Cc1ccc(Cl)c(Cl)c1,3.4,-6,1,-2
Cc1ccc(OCC(=O)OCC(=O)NC2CCCCCC2)cc1C,3.4,-10,-3,-3
Cc1nnc(NC(=O)CCN2C(=O)C3CC=CCC3C2=O)s1 (centres undefined),0.2,-5,1,1
O=C(OCc1cn([C@H]2CN(CC3CCCCC3)[C@@H](c3ccccc3)C[C@@H]2O)nn1)c1ccccc1,4.1,2,2,-2
COc1ccc2nc3n(c(=O)c2c1)-c1ncccc1C(=O)NC3Cc1ccccc1 (centres undefined),0.9,0,3,-1
CCOC(=O)c1c(C)[nH]c(/C(C)=N/NC(=O)c2cccnc2)c1C,2.5,0,8,4
O=[N+]([O-])c1cccc(CON=Cc2ccccc2O)c1,1.6,-9,-3,-7
Cc1nc2cc3c(=O)n(C)cnc3cc2n1Cc1ccccc1,3.9,2,2,-1
COc1ccccc1CNS(=O)(=O)c1c(C)cc(C)cc1C,3.0,-1,-10,-6
Cc1ccc(C(=O)NC(=S)c2c(C)cc3ccccn23)cc1,4.0,14,3,32
Cc1noc(C)c1S(=O)(=O)N(C)C[C@@H]1OCc2cn(nn2)CCCC(=O)N([C@@H](C)CO)C[C@H]1C,-1.6,6,-5,-2
Cc1noc(C)c1C(=O)OCC(=O)NC(=O)c1ccc(C(C)(C)C)cc1,4.1,5,-7,-7
CN(CCO)C(=O)c1nc[nH]c1C(=O)N1CCN(C(=O)OC(C)(C)C)CC1,5.4,-10,4,0

Next records follow.
SMILES,phage Ecoli inh,PKA-R1A act,PKA-R2B activ,DAGLB inhibitor
COc1ccc(C(CC(=O)c2ccc3c(c2)OCO3)C(=O)O)cc1OC (centres undefined),0.9,1,7,-4
O=S(=O)(Nc1ccccc1Br)c1cccc2cccnc12,2.9,0,-7,-1
Cc1cc(C)c(S(=O)(=O)N2CCN(C(=O)CC(C)n3nc(C)nc3C)CC2)c(C)c1 (centres undefined),3.3,2,-1,0
CC(=O)Nc1ccc(S(=O)(=O)NCCC(=O)NCc2ccco2)cc1,2.1,-2,4,0
O=C(/C=C/c1cccc(Cl)c1)OCC(=O)c1ccc[nH]1,2.5,6,-11,5
Cc1ccc(C)c(S(=O)(=O)Nc2ccc(C(=O)N3CCOCC3)cc2)c1,1.4,-7,-5,1
N#CC(=Cc1cccs1)c1nc(-c2ccc(Cl)cc2)cs1,2.1,1,-4,-19
O=S(=O)(c1ccc(Cl)cc1)N1CCN(c2nc(C(F)(F)F)nc3ccccc23)CC1,2.1,-4,-7,-8
C[C@@H]1CN([C@@H](C)CO)C(=O)CCCn2nncc2CO[C@H]1CN(C)S(=O)(=O)c1cccs1,4.6,4,5,1
CC(C)c1cc(C(=O)NC2CCCCCC2)c2ccccc2n1,0.5,8,-4,-2
O=C(NCc1ccc(F)cc1)c1cccc2c1C(=O)c1ccc(N3CCC(N4CCCCC4)CC3)cc1S2(=O)=O,2.9,-4,0,-3
CC(C)(C)Cc1c(-c2ccc(Cl)cc2)nc2ccc(Cl)cn12,1.5,-1,1,-20
COc1cccc(CN(C)C[C@@H]2OCc3cnnn3CCCC(=O)N([C@H](C)CO)C[C@H]2C)c1,1.3,-10,0,2
CC(C)(C)S(=O)N1Cc2cc(CO)ccc2[C@H]1CCO (some centres undefined),3.1,-9,-6,-4
CSCC[C@H]1COC[C@@H](Cc2ccccc2)N1c1ccccc1,0.7,-6,-8,-15
COc1cc2[nH]c(=O)c(C(=O)NCc3ccc(C)cc3)c(O)c2cc1OC,0.9,4,2,0
C[C@@H]1CN([C@H](C)CO)S(=O)(=O)c2ccc(Br)cc2O[C@@H]1CN(C)C(=O)NC1CCCC1,4.0,5,9,-3
C[C@H]1CN([C@@H](C)CO)S(=O)(=O)c2ccc(Br)cc2O[C@@H]1CN(C)C(=O)Cc1ccccc1,-1.8,7,6,-7
O=C(CCCN1C(=O)C(c2ccccc2)Oc2cccnc21)Nc1ccccc1Br (centres undefined),3.2,-1,9,-4
CCCCCCN1C[C@H](n2cc(COC(=O)c3ccccc3)nn2)[C@@H](O)C[C@@H]1c1ccccc1,1.7,-6,7,-3
COc1ccc([C@H]2C[C@H](O)[C@@H](n3cc(C4CC4)nn3)CN2Cc2cccs2)cc1,-1.4,-9,-13,-1
COc1ccc(C(=O)Oc2ccc(C)cc2)cc1S(=O)(=O)N1CCOCC1,-0.8,3,-7,-2
C[C@@H]1CN([C@H](C)CO)C(=O)CCCn2nncc2CO[C@@H]1CN(C)S(=O)(=O)c1cccc(F)c1,-0.1,-2,6,0
CCOC(=O)c1cc(OC(=O)Cc2ccc(OC)c(S(=O)(=O)N3CCOCC3)c2)cc(C(=O)OCC)c1,5.4,2,-3,-5
CC(=O)Nc1ccc(S(=O)(=O)c2ccnc3cc(Cl)ccc23)cc1,-0.9,-2,-6,-7

Ordered by the number under PKA-R1A act (high to low): six from the list above.
SMILES,phage Ecoli inh,PKA-R1A act,PKA-R2B activ,DAGLB inhibitor
CC(C)c1cc(C(=O)NC2CCCCCC2)c2ccccc2n1,0.5,8,-4,-2
COc1cc2[nH]c(=O)c(C(=O)NCc3ccc(C)cc3)c(O)c2cc1OC,0.9,4,2,0
CCOC(=O)c1cc(OC(=O)Cc2ccc(OC)c(S(=O)(=O)N3CCOCC3)c2)cc(C(=O)OCC)c1,5.4,2,-3,-5
O=S(=O)(Nc1ccccc1Br)c1cccc2cccnc12,2.9,0,-7,-1
O=C(CCCN1C(=O)C(c2ccccc2)Oc2cccnc21)Nc1ccccc1Br (centres undefined),3.2,-1,9,-4
COc1ccc([C@H]2C[C@H](O)[C@@H](n3cc(C4CC4)nn3)CN2Cc2cccs2)cc1,-1.4,-9,-13,-1

(further entries)
SMILES,phage Ecoli inh,PKA-R1A act,PKA-R2B activ,DAGLB inhibitor
C[C@H]1CN([C@@H](C)CO)C(=O)CCCn2cc(nn2)CO[C@@H]1CN(C)C(=O)Nc1ccc2c(c1)OCO2,0.1,-9,4,3
C[C@H]1CN([C@@H](C)CO)C(=O)CCCn2nncc2CO[C@@H]1CN(C)C(=O)c1ccc(N2CCN(C)CC2)cc1,2.9,3,-3,-1
O=C(COC(=O)c1ccccc1SCC(=O)N1CCCC1)NCc1ccc(F)cc1,2.8,6,-2,0
C[C@H](CO)N1C[C@H](C)[C@H](CN(C)S(=O)(=O)c2cccc(F)c2)Oc2cc(Br)ccc2S1(=O)=O,1.3,13,5,-2
O=C(c1ccc(CS(=O)Cc2ccccc2Cl)o1)N1CCN(c2ccccc2)CC1 (centres undefined),3.2,3,2,2
C[C@H]1CN(C2CCCCC2)C(=O)[C@@H]1CC(=O)Nc1ccc(Br)cc1,0.2,-4,-15,-1
CCN(CC)CCn1c(=S)[nH]c2cc(C(=O)NCc3ccccc3)ccc2c1=O,0.3,-3,-4,-1
Cc1c(Cl)ccc(S(=O)(=O)N2CCN(C)CC2)c1Cl,4.2,-8,-2,-1
CCN(CC)C(=O)C1=C(C)N(CCCOC)C(=O)C(CC(=O)NC2CCCCC2)C1 (centres undefined),3.8,5,-3,1
Cc1csc(=O)n1CC(=O)OCC(=O)Nc1ccc(F)c(F)c1F,3.7,8,8,0
CNS(=O)(=O)c1ccc2c(c1)[nH]c(=S)n2C,4.2,5,10,-2
Cc1ccccc1-c1cnc2c(c1)C(=O)N([C@H](C)CO)C[C@@H](C)[C@H](CN(C)C(=O)c1ccncc1)O2,3.8,3,-1,-3
O=C(CC1SC(N2CCCC2)=NC1=O)Nc1ccc(C(=O)NCc2ccccc2F)cc1 (centres undefined),0.8,-5,5,3
COc1cccc(C(=O)N2CCCc3ccccc32)c1OC,2.2,-11,-4,-1
COc1ccc(C#CC2=CC(=O)CC(C)(C)C2)cc1,1.0,-7,3,-4
COc1cccc(C(=O)c2ccccc2NC(C)=O)c1,2.0,-2,-6,-1
C[C@H]1CN([C@@H](C)CO)C(=O)CCCn2nncc2CO[C@H]1CN(C)S(=O)(=O)c1ccc(C#N)cc1,3.2,-9,-8,1
C[C@@H]1CN([C@H](C)CO)C(=O)CCCn2cc(nn2)CO[C@H]1CN(C)C(=O)C1CC1,4.2,-4,-1,0

High-throughput results deposited in PubChem by The Scripps Research Institute Molecular Screening Center.
